High-throughput results: PubChem, National Center for Advancing Translational Sciences (NCATS)
TDP1 inh: TDP1 (human) enzyme inhibition | 0.28% of 350,000 active | Q9NUW8 | Potency, µM (titrated, usually from 130 µM), for the others: at the top dose activity change, negative = inhibition, most hits filed as inhibitors | AID 485290 | recombinant TDP1, AlphaScreen DNA substrate cleavage; further: nearly all actives have a fitted effect of over 40% in size
Target sequence (Q9NUW8 whole entry, looked up): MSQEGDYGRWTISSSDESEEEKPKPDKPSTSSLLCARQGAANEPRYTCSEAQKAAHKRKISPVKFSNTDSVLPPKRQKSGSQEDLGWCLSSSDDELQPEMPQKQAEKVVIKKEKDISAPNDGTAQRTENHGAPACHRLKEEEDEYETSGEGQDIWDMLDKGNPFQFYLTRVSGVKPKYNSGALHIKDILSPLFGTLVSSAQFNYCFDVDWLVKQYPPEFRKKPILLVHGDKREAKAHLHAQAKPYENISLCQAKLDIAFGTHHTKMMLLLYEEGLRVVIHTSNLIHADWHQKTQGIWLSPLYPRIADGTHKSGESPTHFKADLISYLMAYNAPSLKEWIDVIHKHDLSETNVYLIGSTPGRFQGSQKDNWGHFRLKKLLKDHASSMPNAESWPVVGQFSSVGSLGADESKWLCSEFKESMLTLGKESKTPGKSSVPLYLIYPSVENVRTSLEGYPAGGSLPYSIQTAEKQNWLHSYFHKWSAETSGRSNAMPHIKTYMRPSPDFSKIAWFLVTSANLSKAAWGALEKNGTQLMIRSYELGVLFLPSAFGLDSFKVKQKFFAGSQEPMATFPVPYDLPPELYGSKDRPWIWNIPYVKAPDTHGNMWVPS
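Recombinant E. coli-expressed Tdp1 (1 nM) preincubated with compound 15 min at RT, then 5'-biotin/3'-phosphotyrosine-FITC DNA substrate (15 nM) added for 5 min. AlphaScreen beads (10 ug/ml) added, 10 min RT; tyrosine-FITC cleavage read as signal loss.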
DT40 TDP1 no CPT: qHTS for Inhibitors of human tyrosyl-DNA phosphodiesterase 1 (TDP1): qHTS in cells in absence of CPT. Potency, µM (series often up to 46.2 µM), inactives show top-dose activity change, negative = growth inhibition, most hits filed as inhibitors. 15% of 420,000 active. DT40 Tdp1-/- hTDP1 cells, no CPT, ATP luminescence, 48 h; further: nearly all actives have a fitted effect of over 55% in size
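Stably hTDP1-transfected Tdp1-null chicken DT40 cells were treated with library compounds minus camptothecin and grown for at least 48 hr at 37 °C, after which cellular ATP was quantified by luminescence.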
DT40 TDP1 CPT: growth inhibition of DT40 Tdp1-/-;hTDP1 cells with camptothecin (screen for TDP1 inhibitors); chicken DT40 Tdp1-/-;hTDP1 cells + 20 nM CPT, ATP luminescence, 48 h; Potency, µM (titrated, usually from 46.2 µM), for the others: top-dose activity change, negative = growth inhibition, actives largely listed as inhibitors; 12% of 420,000 active; AID 686979; further: nearly all actives have a fitted effect of over 55% in size
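Chicken DT40 Tdp1-/- cells stably complemented with human TDP1 were seeded at 400 cells/well in medium containing 20 nM camptothecin, exposed to pin-transferred compounds, and grown at 37 °C for at least 48 hr. Viability was read as ATP luminescence.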
* hit, by the source's call; ? = inconclusive; · = no result given; & = joins results of further samples; [ ] = remark or other dose. The call rests on the fitted dose curve; in most records, active means well fitted curve in the direction sought with a large enough effect; inconclusive means small, poorly fitted or top-dose-only effect, or another doubt; inactive means no such curve, though single readings can be large; an effect the other way counts as inactive or inconclusive. On the % scale 0 is the no-effect control and ±100 the full control effect; potency means the concentration at half of the fitted maximal effect.

SMILES	TDP1 inh	DT40 TDP1 no CPT	DT40 TDP1 CPT
Cc1ccc(S(=O)(=O)NC(CC(=O)OCc2ccccc2)C(=O)OCc2ccccc2)cc1 (stereo not given)	·	?	-26%
O=C(NCc1ccccn1)c1cnn(-c2ncc3c(n2)-c2ccccc2CC3)c1C1CC1	·	?	-17%[9.04 µM]
CC(C)c1ccc(CC(=O)N2CCC2(C)C(=O)Nc2cccc(C#N)c2)cc1 (stereo not given)	·	16µM*	?
O=C(Nc1c(C(=O)O)[nH]c2ccccc12)c1cccc(C(F)(F)F)c1	·	5%	7%
CCOc1ccccc1NC(=O)Cn1nnc(C(=O)NCc2cccs2)c1N	-5%&-2%	0.052µM*	0.13µM*
Cc1nc2c(=O)n(C)c(=O)[nH]c2n1Cc1ccccc1	6%	2%	-5%
COc1ccc2c(c1)CC(C(=O)Nc1ccc(Cl)cc1)/C(=N/O)O2 (stereo not given)	·	3%	-18%
CC(C)NC(=O)C1(C)CCCN1Cc1ccccc1C#N (stereo not given)	·	?	?
O=C(NCCc1csc(-c2cccnc2)n1)c1cccs1	5%	21µM*	?
CCOCCCNC(=O)c1ccc(Cn2c(=S)[nH]c3c([nH]c4ccc(OC)cc43)c2=O)cc1	3%	-16%	-3%
COc1ccc2c(c1)C(=O)CC(c1ccccc1F)O2 (stereo not given)	3%	-2%	?
COc1ccc(NS(=O)(=O)c2ccc(O)c(C(=O)OCC(=O)N3CC(C)OC(C)C3)c2)cc1 (stereo not given)	3%	-4%	-5%
CC1CN=C(NC(=O)c2cccc([N+](=O)[O-])c2)S1 (stereo not given)	·	?	?
OCC[C@@H]1C[C@@H](O)[C@H](O)[C@]2(CCCc3ccccc3O2)O1	·	-6%	22%
COCCn1c(SCC(=O)NC(=O)NCc2ccccc2)nc2ccccc2c1=O	1%	8%	-12%
Cn1sc2ccccc2c1=O	·	1.6µM*	2.3µM*
COc1ccc(-c2cc(C(=O)OC3CCOC3=O)c3ccccc3n2)cc1 (stereo not given)	-5%	-5%	1%
CCOc1ccc(C(=O)NCC2CCN(CC3CCCCC3)CC2)cc1	·	-2%	4%
Nc1nc(SCC(=O)NC2CCCCC2)[nH]c(=O)c1-c1ccccc1	4%	-5%	-17%
Cc1onc(-c2ccccc2Cl)c1C(O)c1ccc(F)cc1 (stereo not given)	·	-30%	8%
O=c1c2ccccc2nnn1CSc1nnc(Nc2ccccc2)s1	6%	-13%	-17%
COc1ccc(C2=NN(C(=O)c3cccc([N+](=O)[O-])c3)C(c3cccc([N+](=O)[O-])c3)C2)cc1 (stereo not given)	3%	-14%	3%
COc1ccc(-n2nc3c(N4CCC(C(=O)N5CCC(C)CC5)CC4)nnc(C)c3c2C)cc1	1%&6%	?	?
CC(=O)c1ccc(NC(=O)CSc2nnc(NC(=O)Nc3ccccc3)s2)cc1	3%	-29%	-18%
COc1ccccc1-c1sc2cc3c(cc2c1C#Cc1ccccn1)OCO3	-9%	?	?

Record cards (already shown). Screens in order: TDP1 inh, DT40 TDP1 no CPT, DT40 TDP1 CPT
Profile of COCCn1c(SCC(=O)NC(=O)NCc2ccccc2)nc2ccccc2c1=O → 1%, 8%, -12%
Profile of COc1ccc(C2=NN(C(=O)c3cccc([N+](=O)[O-])c3)C(c3cccc([N+](=O)[O-])c3)C2)cc1 (stereo not given) → 3%, -14%, 3%
Profile of CCOCCCNC(=O)c1ccc(Cn2c(=S)[nH]c3c([nH]c4ccc(OC)cc43)c2=O)cc1 → 3%, -16%, -3%
Profile of CC(C)NC(=O)C1(C)CCCN1Cc1ccccc1C#N (stereo not given) → ·, ?, ?
Profile of O=C(NCCc1csc(-c2cccnc2)n1)c1cccs1 → 5%, 21µM*, ?

Back to the main list; the 2 compounds before the break are reprinted first.
SMILES	TDP1 inh	DT40 TDP1 no CPT	DT40 TDP1 CPT
CC(=O)c1ccc(NC(=O)CSc2nnc(NC(=O)Nc3ccccc3)s2)cc1	3%	-29%	-18%
COc1ccccc1-c1sc2cc3c(cc2c1C#Cc1ccccn1)OCO3	-9%	?	?
CCc1ccccc1NC(=O)CN1C(=O)CCSc2ccc(S(=O)(=O)N3CCCC3)cc21	2%	?	?
CCn1nc(C)c(CN2CCN(Cc3cccc(OC)c3)C(CCO)C2)c1C (stereo not given)	6%	-12%	-8%
COc1ccc(-c2c[n+]3c4n2CCCCC4=C(c2ccc(Br)cc2)C3)cc1	14%	10µM*	6.5µM*
O=C1NN(c2cccc(Br)c2)C(=O)/C1=C/c1cccs1	·	-19%	-12%
CCCCCNCc1ccc(OCc2ccc(Cl)nc2)c(OC)c1	5%	-11%	-30%
Cn1c(C(C#N)C(=O)Cc2cccc3ccccc23)nc2ccccc21 (stereo not given)	6%	?	?
CC(=O)Oc1ccc(-c2csnn2)cc1	1%	-8%	-17%
O=C(Nc1ccc(F)cc1)Nc1sccc1-c1nc2ccccc2s1	·	?	?
CS(=O)(=O)N1CCN=C1SCc1ccc(F)cc1	0%	-5%	20%
COC(=O)c1ccc(CNC(=O)COC(=O)c2cccs2)cc1	0%	-27%	3%
Cc1ccccc1C(=O)NC1(C(F)(F)F)C(=O)Nc2c1c(=O)[nH]c(=O)n2-c1ccc(F)cc1 (stereo not given)	-1%	?	-20%
COc1cc(C(=O)N/N=C/c2cn(Cc3ccccc3)c3ccccc23)ccc1O	8%[56.1 µM]	-21%	?
CC(C)(C)n1nc2c(c1NC(=O)c1c(F)cccc1F)CS(=O)(=O)C2	3%	7%	-5%
COc1ccc(-c2cc(C(=O)Nc3cc(C)ccc3O)no2)cc1OC	3%	-3%	-2%
CC1CN(C(=O)CCNC(=O)c2ccc(Cl)cc2)CC(C)O1 (stereo not given)	2%	21%	8%
N/C(COc1cccc(Cl)c1)=N\NS(=O)(=O)c1ccccc1	3%	-16%	1%
CC(N)c1csc(Nc2ncccn2)n1 (stereo not given)	·	?	-11%
C#CCN1C(=O)C(O)(CC(=O)/C=C/c2ccco2)c2ccccc21 (stereo not given)	-2%	3.7µM*	5.8µM*
Cc1cc(NC(=O)c2cnn3cccnc23)n(-c2ccccc2)n1	1%	?	?
C=CCc1cc(/C=N\NC(=O)CSc2nnc(CCCc3ccc(OC)c(C)c3)o2)cc(OC)c1O	4%	?	?
Nc1ccc(Br)c2cccnc12	5%	?	?
COc1cc(C)nc2nc(SCc3ccccc3)nn12	7%	-14%	0%
Cc1ccc(-c2nn(-c3ccccc3)cc2/C=N/n2c(-c3cccs3)n[nH]c2=S)cc1	·	-28%	-12%
COc1ccc2nc(NC(=O)Cn3cnc4c(=O)n(C)c(=O)n(C)c43)sc2c1	0%	-21%	-16%
COc1ccc(C(=O)Nc2ccc3c(c2)C(=O)N(C)C3=O)cc1OC	·	-24%	2%

Going on with the list:
SMILES	TDP1 inh	DT40 TDP1 no CPT	DT40 TDP1 CPT
Cc1cc(O)c(CN2CCN(c3ccc(F)cc3)CC2)c2oc(=O)cc(C)c12	-3%	?	?
Cc1ccc(C)c(Cn2c(=O)n(-c3ccc(Cl)cc3)c(=O)c3c4c(sc32)CCC4)c1	3%	-7%	-23%
COc1ccc(C(=O)NC(=S)Nc2cccc(S(=O)(=O)N3CCOCC3)c2)cc1	4%	7.3µM*	5.8µM*
Cc1ccc(C(=O)Cn2nnc(-c3ccccc3-n3cnnn3)n2)cc1	0%	-16%	-4%
Cc1ccc2c(c1)C1(OCCCO1)C(=O)N2CC#N	·	-5%	15%
O=C1CCSC2=C1SCc1sccc12	·	-1%	-7%
COc1ccc(N2CC(NC(=O)C3CCCCC3)CC2=O)cc1 (stereo not given)	0%	-22%	-8%
Cc1nn(-c2ccccc2)c2c1cc1c(=O)n(C)c(=O)nc-1n2-c1cccc(Cl)c1	2%	-23%	0%
Cc1nc2sccn2c(=O)c1S(=O)(=O)N1CCN(c2cccc(Cl)c2)CC1	·	-10%	-9%
CN(C(=O)CSc1nnc(Cc2ccccc2F)n1N)C1CCS(=O)(=O)C1 (stereo not given)	-6%	-24%	9%
COc1cccc(CNc2nc3cc(-c4cscc4C)sc3c(=O)n2C)c1	·	21µM*	?
CCOc1ccc(CCNC(=O)COC(=O)c2cccnc2SC)cc1OCC	0%	-8%	11%
O=C(CNC(=O)c1ccc(Br)cc1)c1ccc(Br)cc1	2%	12%	-4%
O=C(O)C1Oc2cc3ccccc3cc2O1	·	2%	5%
O=C(Cc1ccccc1[N+](=O)[O-])NCC1(c2cccc3c2OCO3)OCCO1	·	3%	-5%
N#CC1=C(SCC(=O)NC2CC2)NC(=O)C(C#N)C12CCCCC2 (stereo not given)	2%	-13%	-1%
COc1ccc(NCc2cccnc2)cc1	7%	22%	-6%
CC(=O)N1N=C(c2ccc3ccccc3c2)OC12CCCC2	0%	?	21µM*
CCn1c(CCNC(=O)c2cccs2)nnc1SCC(=O)c1ccc(OC)cc1	·	-21%	?
COc1ccc(NC(=O)C(c2cc3c(cc2[N+](=O)[O-])OCO3)N(C)c2ccccc2)cc1 (stereo not given)	-13%	?	-32%
CN(C)S(=O)(=O)c1ccc(C(=O)NCCS(=O)(=O)N2CCN(c3ccccc3)CC2)cc1	-1%	?	-25%
COc1ccc(NC(C)=O)cc1NC(=O)CSc1nnc(-c2ccccc2)n1N	2%	-15%	-6%
O=C1c2ccc(Oc3cccc([N+](=O)[O-])c3)cc2C(=O)N1c1ccccn1	-8%	?	?
COC(=O)Oc1c(Br)c(=O)oc2ccccc12	·	?	?
CN(C)CCn1c(=O)n(C2CCCCC2)c(=O)c2c3c(sc21)CCCCC3	·	?	-5%

Remaining list, next part:
SMILES	TDP1 inh	DT40 TDP1 no CPT	DT40 TDP1 CPT
CC(C)C[C@H](NC(=O)c1[nH]cnc1C(=O)N[C@@H](C)C(=O)OCc1ccccc1)C(=O)OC(C)(C)C	·	?	?
Cc1ccc(S(=O)(=O)N2C[C@H]3C(=O)C[C@@H](c4ccc(Cl)cc4)N(S(=O)(=O)c4ccc(C)cc4)[C@H]3C[C@H]2c2ccccc2)cc1	·	0%	-4%
Cc1ccc(C)c(-n2c(SCC(=O)O)nc3sc4c(c3c2=O)CCCC4)c1	6%	-17%	-12%
CN1CCN(C(=O)C(=O)c2cn(CC(=O)N3CCOCC3)c3ccccc23)CC1	·	-23%	-2%
Cc1ccc(/C=N/NC(=O)c2nnn(-c3nonc3N)c2CN(C)C2CCCCC2)cc1	1%	-1%	4%
c1ccc2c(c1)nnn2Cc1nnc2sc(-c3ccc4c(c3)OCCO4)nn12	3%	16µM*	?
COc1ccc2c(c1)c1c(c(=O)n(-c3ccc(C)cc3)c(=O)n1CC(=O)c1ccc(Cl)cc1)n2C	6%	?	-14%
CCOC(=O)c1cn2c(C)cccc2n1	5%	-11%	-2%
COC(=O)c1cc(OC)ccc1-c1ccc(OC)cc1	-3%	?	?
N#C/C(=C(/O)c1ccc(Br)s1)c1nc2ccccc2[nH]1	·	7.3µM*	4.6µM*
O=S(=O)(NC1=NCCC1)c1ccc(F)cc1F	0%	-5%	7%
N#Cc1cc(Nc2c(N)nc[nH]c2=O)c([N+](=O)[O-])cc1C#N	·	?	-8%
CCN1C(=NCCc2ccccn2)N[C@@H](c2cccc(F)c2)C(C(=O)OC)=C1C	·	?	-22%
CCn1c(SCC(=O)NCCc2ccc(OC)c(OC)c2)nc2c([nH]c3ccccc32)c1=O	·	-23%	-10%
CC(=O)N(C)c1ccc(NCc2cc(=O)oc3cc(C)c(O)cc23)cc1	·	?	-23%
CCCS(=O)(=O)c1c(S(=O)(=O)CCC)c2cc(CC)ccn2c1C(=O)c1ccc(Cl)cc1	·	-26%	15µM*
O=C(N/N=C/c1cccc(C(F)(F)F)c1)c1ccc(O)cc1	0%	-25%	5%
N#CC1=C(N)N(c2ccc(Br)cc2)C2=C(C(=O)CCC2)C1c1cccnc1 (stereo not given)	-1%	20%	-28%
O=C(Cc1ccccc1)N/N=C/c1ccc[nH]1	·	-13%	-8%
CCCCC(=O)Nc1cccc(-c2ccc3nncn3n2)c1	2%	-14%	-1%
O=C(O)[C@H]1Cc2ccccc2CN1S(=O)(=O)c1ccc(F)cc1	-1%	-4%	3%
O=C(N/N=C/c1ccc([N+](=O)[O-])o1)c1cn(-c2ccccc2)nc1-c1ccc(Cl)cc1	-5%	?	?
CCC(=O)c1ccc(OCC(O)Cn2nc(C)cc2C)cc1 (stereo not given)	0%	-2%	8%
CCOC(=O)N1CCN(S(=O)(=O)c2ccc(C(=O)N(CCN(C)C)c3nc4c(C)cccc4s3)cc2)CC1	9%	-1%	-8%

Random excerpt: 3 entries already listed, in no set order.
SMILES	TDP1 inh	DT40 TDP1 no CPT	DT40 TDP1 CPT
COc1ccc(C(=O)Nc2ccc3c(c2)C(=O)N(C)C3=O)cc1OC	·	-24%	2%
COc1ccc(-n2nc3c(N4CCC(C(=O)N5CCC(C)CC5)CC4)nnc(C)c3c2C)cc1	1%&6%	?	?
CCOc1ccc(CCNC(=O)COC(=O)c2cccnc2SC)cc1OCC	0%	-8%	11%
